b-catenin transl = beta-catenin nuclear translocation modulation; HeLa beta-catenin nuclear translocation, immunofluorescence imaging; nuclear translocation activity, % at 5 µM; 190,000 compounds, 0.3% hits; AID 1665;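 active = nuclear translocation activity above 50% at 5 µM, with a well cell count of 50 or more; inconclusive = wells under 50 cells across six images, flagged as toxic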;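 note: per-cell ratio of nuclear to cytoplasmic median beta-catenin stain intensity; plate controls were DMSO negative control for no effect and GSK-3 inhibitor IX positive control for full effect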
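assay system = human HeLa cells, endogenous beta-catenin | times = compound treatment 24 h, 37°C, 5% CO2 | detection = Anti-beta-catenin immunofluorescence on PFA-fixed, Triton-permeabilized cells, DAPI nuclei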
WT yeast gro inh = growth inhibition of WT yeast, mitochondrial fusion screen; mitochondrial fusion phenotypic screen, WT strain; inhibition, % at 10 µM; 190,000 compounds, 2.1% hits; AID 1362; in the data active = inhibition above about 58%; tested in S. cerevisiae
Dynein cargo inh = blocks dynein driven cargo transport along microtubules | 3617.4 mouse cells, GR-EGFP nuclear translocation imaging; test concentration mostly 20 µM; stimulated with dexamethasone, 1 µM; active compounds read low | z-score, hits read low | 220,000 compounds, 0.47% hits | AID 1381;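 active = plate z-score of nuclear minus cytoplasmic receptor signal below a set negative limit, without overly bright fluorescence or cell loss, cut at about -3.5 in these data, passing the limit was not always enough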;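 note: z-score of nuclear minus cytoplasmic ring GR-EGFP intensity difference per well; some compounds called inactive have numbers as strong as hits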
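medium = tetracycline-free induction medium containing charcoal-stripped FBS | probe or stimulus = dexamethasone, 1.0 µM final | timing = 48 h induction, then 1 h compound, then 30 min agonist, 37 °C | detection = automated 10x imaging of fixed Hoechst-stained cells | read-out basis = nuclear versus cytoplasmic GR-EGFP signal, averaged per well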
Hep lipid drop = modulators of hepatic lipid droplet formation; AML12 mouse hepatocytes, oleate lipid droplets, BODIPY imaging; inhibition, % at 6.5 µM; 240,000 compounds, 0.4% hits;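 active = lipid droplet intensity inhibited by at least 50%, with more than 500 cells counted; inconclusive = wells with under 300 cells, treated as cytotoxic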
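material = mouse AML12 hepatocyte cell line, fixed after treatment | also added = 100 µM oleic acid challenge | doses = compound at 6.5 µM only | schedule = overnight exposure | technique = Image-based BODIPY and DAPI two-channel analysis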
Autophagy mod = modulators of autophagy; MEF GFP-LC3 puncta imaging; test concentration mostly 10 µM; calls only at 10 µM (by protocol); 190,000 compounds, 0.98% hits; AID 463193;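 active = percentage of spot-positive cells more than 3 SD above its plate mean, without a fluorescence outlier flag or 80% toxicity; inconclusive = no clear call, values can overlap the other calls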;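 note: spot-positive cell cutoff set from DMSO-treated cells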
Yfh1-off respiration = mitochondrial function rescue without frataxin homolog – Friedreich's ataxia, plus single-dose screen, dose response (AID 1465); S. cerevisiae Yfh1-off respiration, WST-1 reduction, 72 h; higher fold induction means a stronger effect; 220,000 compounds, 0.074% hits; fold induction at 50 µM, or EC50 in µM where a hit was titrated;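 active = fold induction of absorbance versus untreated yeast above a set limit, then at least 30% activation at any dose in follow-up; inconclusive = repeats straddling the limit, or above it without dose testing; inactive = fold induction below the set limit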;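 note: activators that raise dye reduction in frataxin-depleted yeast; strong numbers were not always called active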
MT stabilizer = microtubule stabilization, imaging screen | % tubulin-high responders, % at 10 µM | 200,000 compounds, 0.83% hits | HeLa tubulin immunostaining HCS, 24 h; share of cells brighter than vehicle mean+2SD;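 active = plate Z-score above 3 for both tubulin-high and condensed-nucleus cell shares, with cell loss under 80%, at 10 µM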;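 note: anti alpha tubulin signal scored within the nucleus-defined area of each cell; some results filed as inactive read as strong as hits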
Insulin prom up = MIN6 insulin promoter up-regulation; MIN6 insulin promoter-GFP reporter, high-content imaging; active compounds read high; z-score at 5 µM; 190,000 compounds, 0.3% hits; AID 1625;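 active = z-score above 3 at 5 µM with at least 500 cells counted in the well; inconclusive = wells under 500 cells, flagged as cytotoxic or low count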
HEK293 NOD2/NF-kB = inhibition of NOD2-driven NF-kB reporter – cell-based, luminescence, uHTS, HEK293 (AID 1566). HEK293 NOD2/NF-kB luciferase reporter, luminescence; higher % means a stronger effect. one-dose inhibition, % at 4 µM; EC50 in µM for titrated hits. 290,000 compounds, 0.63% hits; in the data active = inhibition above about 50%; note: many of its hits are not listed in these tables
WT yeast gro inh mutant strain = also measured in WT yeast gro inh; calls as there; inhibition, %; mitochondrial fusion phenotypic screen, mutant strain inhibition
Dynein cargo inh cytoplasmic EGFP = further read-out of Dynein cargo inh, marked with its call; z-score; measured here: cytoplasmic GR-EGFP intensity; active compounds read high
Dynein cargo inh nuclear GR-EGFP = second read-out of Dynein cargo inh, no call of its own (marks repeat the call); z-score; measured here: nuclear GR-EGFP intensity;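 lower value marks the stronger effect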
Dynein cargo inh cell count = further read-out of Dynein cargo inh, marked with its call; z-score; measured here: cell count per field
Insulin prom up cell count = also measured in Insulin prom up; calls as there; cell count; measured here: cytotoxicity, nuclei count;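 total cells summed across four imaged fields per well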
Hep lipid drop cells 6.5 µM = also measured in Hep lipid drop; calls as there; cell count; measured here: cell count, cytotoxicity flag;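 cells counted across two imaged fields per well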
b-catenin transl cell count 5 µM = further read-out of b-catenin transl, marked with its call; cell count; measured here: cell count, cytotoxicity flag
MT stabilizer Hoechst-high % = further read-out of MT stabilizer, marked with its call; % Hoechst-high responders; measured here: nuclear condensation Hoechst responders;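 share of cells brighter than vehicle mean plus two SD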
MT stabilizer cytotoxicity % = further read-out of MT stabilizer, marked with its call; toxicity, %; measured here: cytotoxicity by cell density;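 0% = mean cell density of plate MIN control wells and 100% = no cells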
Autophagy mod cell loss 18 h = second read-out of Autophagy mod, no call of its own (marks repeat the call); toxicity, %; measured here: cell loss, nuclei count;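 cell loss after 18 h compound exposure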
* = called active by the depositor; i = inactive; ? = inconclusive; · = not tested or not shown.

SMILES	b-catenin transl	b-catenin transl cell count 5 µM	WT yeast gro inh	WT yeast gro inh mutant strain	Dynein cargo inh	Dynein cargo inh cytoplasmic EGFP	Dynein cargo inh nuclear GR-EGFP	Dynein cargo inh cell count	Hep lipid drop	Hep lipid drop cells 6.5 µM	Autophagy mod	Autophagy mod cell loss 18 h	Yfh1-off respiration	MT stabilizer	MT stabilizer Hoechst-high %	MT stabilizer cytotoxicity %	Insulin prom up	Insulin prom up cell count	HEK293 NOD2/NF-kB
Cc1c(O)c(CN2CCCCC2)cc2c1oc(=O)c1ccccc12	1.0	1259	14.7	7.0	-0.434	-0.173	-0.317	0.155	·	·	i	1.9	i	1.7	2.1	7.1	0.16	1522	16.3%
O=C(O)c1nn2c(C(F)(F)F)cc(-c3cccs3)nc2c1Cl	·	·	1.2	-8.4	-0.294	-0.26	-0.228	1.46	-3.9	662	i	-3.9	i	2.8	1.9	4.8	-0.4	1422	7.7%
COc1ccc(CN(CC(=O)NC2CCCC2)C(=O)CCC(=O)Nc2cc(C)on2)cc1	-4.6	521	-11.4	-0.7	1	-0.126	1.15	-0.229	-31.7	702	i	-5.3	i	3.2	1.1	5.9	·	·	14.7%
COc1ccccc1N1CCN(C(=O)c2cc(-c3ccc(Cl)c(Cl)c3)on2)CC1	-2.6	1274	-14.1	-5.5	-0.621	-0.235	-0.379	1.28	-12.7	770	i	-4.8	i	3.4	2.4	4.4	0.36	1196	6.3%
COc1ccc(/C=C/C(=O)c2ccc[nH]2)cc1OC	·	·	-1.4	0.4	0.3	0.564	0.419	0.416	-3.8	758	i	-12.9	i	3.6	1.6	3.8	?	·	-11.8%
COc1ccc(S(=O)(=O)N2CCCC(C(=O)NCCC(C)C)C2)cc1 (stereo not drawn)	3.0	946	5.1	6.6	-0.353	-0.429	0.256	-0.191	9.2	680	i	0.7	i	2.7	2.5	8.2	0.64	1051	-1.8%
CN(Cc1cccc(Cl)c1Cl)C(=O)c1ccc(NC(=O)CC#N)cc1	-0.9	1123	-10.1	-2.6	-0.769	-0.238	-0.593	0.455	1.2	498	i	12.0	·	5.8	1.6	3.5	-0.71	1469	4.9%
CCCc1n(CC(O)COCc2ccccc2)c2ccccc2[n+]1C (stereo not drawn)	1.2	1035	3.1	8.4	-0.0106	-0.337	0.264	1.29	5.0	674	i	16.0	i	2.5	4.0	10.2	-0.34	1175	-1.7%
CCCCCSc1nnc(-c2ccccc2NC(C)=O)c(=O)[nH]1	-2.1	1122	-8.8	15.8	1.22	0.0285	0.955	-0.506	-5.0	702	i	23.3	i	5.7	1.7	6.0	-0.39	1161	4.6%
O=C(Nc1ccc(Cl)cc1)c1cccnc1N1CCCCC1	·	·	16.4	20.3	-1.01	-0.272	-0.542	0.77	3.7	762	i	-9.9	i	1.8	1.2	7.3	-0.88	1010	3.2%
O=C(NCC1CC1)c1ccc(Nc2nc3ccc(Br)cc3[nH]2)cc1	-2.2	990	15.2	15.6	0.428	-0.236	0.488	0.139	·	·	i	15.0	i	2.3	2.1	10.9	0.09	1398	13.7%
CCOC(=O)c1ccc(NC(=O)N2CCN(C(=O)C3CCCO3)CC2)cc1 (stereo not drawn)	2.7	1049	-6.1	12.9	0.235	-0.278	0.234	0.771	6.1	681	i	-2.4	i	1.8	3.2	6.5	-0.11	1480	-2.1%
Cc1ccc(NC(=O)c2sc3nc(C)nc(N4CCN(c5ccccn5)CC4)c3c2C)c(C)c1	1.0	1015	37.7	29.1	2.72	-0.119	1.36	-1.46	-54.7	677	i	10.7	i	3.0	1.5	10.1	-1.68	1499	13.0%
COc1ccc(S(=O)(=O)N2CCC(C(=O)N3CCOCC3)CC2)cc1OC	-1.1	921	0.7	-5.2	-0.0741	-0.228	0.0685	1.06	·	·	i	-1.5	i	2.7	4.7	4.2	0.35	1275	2.5%
Cc1cc(C(=O)NNc2ccc(Cl)cc2)no1	12.1	876	·	·	-0.207	-0.246	-0.155	0.0751	10.9	676	·	·	i	·	·	·	-0.44	1436	-137.5%
COc1ccc(C(C)=O)cc1COc1ccc(Cl)c(C)c1	0.9	1148	·	·	0.647	-0.259	0.441	-0.149	0.8	669	·	·	i	·	·	·	-0.2	1465	-12.8%
C=CCn1c(C)cc(C(=O)CSc2nnc(Cc3ccccc3)o2)c1C	-5.6	975	11.2	0.1	-0.337	-0.228	0.234	-0.0695	·	·	i	0.4	i	2.3	1.8	11.6	0.18	1025	-12.8%
Cn1nc(C(F)(F)F)cc1C(=O)O	1.4	1249	·	·	-0.467	-0.0537	-0.207	0.91	-8.0	703	·	·	i	·	·	·	0.34	1249	9.4%
COCCNC(=O)c1c(N)n(-c2cccc(C)c2)c2nc3ccccc3nc12	-5.7	937	33.3	24.2	-0.244	-0.12	0.053	0.19	·	·	i	-12.3	i	1.7	1.6	9.4	-0.97	796	-11.5%
CN1C=C/C(=C\c2cc[n+](C)c3ccccc23)c2ccccc21	-5.8	468	69.1*	67.9*	-0.0902	-0.28	0.0745	-0.349	-53.4	570	i	2.6	i	2.4	1.2	11.5	·	·	28.2%
CCOC(=O)c1c(NC(=O)CC2SC(=NC)N(C)C2=O)sc(C)c1C (stereo not drawn)	-2.6	1112	5.6	-9.3	-0.291	-0.188	0.19	-0.224	12.5	831	i	0.1	i	2.6	1.8	5.1	0.15	789	11.3%
COCCNC(=O)CSc1ccc(Cl)cc1	9.9	645	10.3	4.0	-0.691	-0.24	-0.319	0.564	-2.0	657	i	2.0	i	2.1	1.6	4.8	1.61	1613	0.5%
O=C(NC(O)C(=O)c1cccs1)c1cccnc1 (stereo not drawn)	-1.8	949	-4.2	-3.7	-1.29	-0.13	-0.466	1.05	·	·	i	39.5	i	2.7	3.0	7.9	0.02	1750	9.3%
CC(C)Cn1c(N)c(C(=O)COC(=O)c2ccc(O)cc2)c(=O)n(C)c1=O	1.2	911	-5.5	-6.7	-0.57	-0.268	0.157	-0.451	-5.1	682	i	-1.3	i	3.7	2.6	7.2	0.52	1588	30.3%
Cc1ccc(C)c(CSc2nc3[nH]ncc3c(=O)[nH]2)c1	20.6	675	-8.2	-0.9	-0.0996	-0.33	-0.519	-0.227	2.4	698	i	55.4	i	22.9*	46.6*	36.7*	-0.25	1488	-45.3%

Remaining list, next part:
SMILES	b-catenin transl	b-catenin transl cell count 5 µM	WT yeast gro inh	WT yeast gro inh mutant strain	Dynein cargo inh	Dynein cargo inh cytoplasmic EGFP	Dynein cargo inh nuclear GR-EGFP	Dynein cargo inh cell count	Hep lipid drop	Hep lipid drop cells 6.5 µM	Autophagy mod	Autophagy mod cell loss 18 h	Yfh1-off respiration	MT stabilizer	MT stabilizer Hoechst-high %	MT stabilizer cytotoxicity %	Insulin prom up	Insulin prom up cell count	HEK293 NOD2/NF-kB
CCC1c2ccc(C)n2CCN1C(=O)Nc1ccccc1C(=O)OC (stereo not drawn)	-0.1	746	4.8	8.4	-0.827	-0.204	-0.421	0.195	·	·	i	-5.3	i	3.2	2.3	7.7	-0.6	877	-9.4%
O=C(Cc1ccc([N+](=O)[O-])cc1)Nc1nnc(C2CC2)s1	-4.6	521	-6.2	10.8	0.19	-0.262	0.369	-0.244	8.2	724	i	5.5	i	1.9	2.7	8.5	0.09	1365	10.2%
c1ccc(-c2cn3c(n2)CCc2ccc4cccnc4c2-3)cc1	-2.3	1398	67.5*	4.8*	-0.504	-0.287	-0.0732	0.109	·	·	i	5.6	i	2.0	1.5	0.4	0.12	1226	12.1%
Cc1nn(-c2nnc(NC3CCCCC3)nn2)c(C)c1Br	-0.9	547	9.5	2.9	1.36	0.226	1.01	-1.7	-4.5	598	i	-1.7	i	4.1	2.9	11.2	-0.2	1341	-90.6%
CCCCCCSc1cc(C)nc2ncnn12	·	·	15.0	-3.6	2.98	0.156	2.13	-1.8	·	·	i	10.7	i	4.3	1.8	9.4	1.4	901	-5.5%
CS(=O)CSc1nc2c(cc1C#N)CCCC2 (stereo not drawn)	-1.9	1324	-4.5	-27.5	-0.537	-0.218	0.0485	-0.134	·	·	i	9.4	i	2.9	2.7	9.6	-0.58	1578	19.4%
OC1CCCCC1Sc1nc2ccccc2s1 (stereo not drawn)	-0.3	1156	-2.0	17.4	1.07	-0.155	0.985	-0.0369	0.3	752	i	0.8	i	2.9	1.5	4.7	-0.34	1348	-48.1%
COc1ccc(CNCCNC(=O)c2ccco2)c(OC)c1OC	-3.6	1249	-12.1	-8.9	-0.411	-0.148	-0.191	0.499	22.6	779	i	-0.3	i	1.8	1.1	5.4	0.29	1261	0.2%
COc1cc2c(c(O)c1OC)-c1c(cc(OC)c(OC)c1OC)C[C@@H](C)[C@@H](C)C2	1.6	1091	·	·	0.85	-0.746	0.717	-0.398	7.1	700	·	·	i	·	·	·	·	·	-34.1%
CCOc1ccc(Cl)cc1S(=O)(=O)NCc1cccnc1	·	·	0.7	11.3	0.678	-0.243	0.432	0.197	1.8	733	i	-3.0	i	2.6	1.6	2.6	·	·	-15.5%
O=C(CNc1cccc(C(F)(F)F)c1)N/N=C/c1cccc(Br)c1	0.0	1166	-3.4	-1.7	0.739	-0.261	0.29	-0.505	12.0	673	i	11.0	i	6.0	2.4	6.7	0.01	1444	11.5%
COc1cc(C(=O)O)nc(OC)n1	-1.0	1089	-0.3	13.7	-0.597	-0.321	-0.456	0.901	7.1	736	i	3.3	i	2.2	2.1	2.2	-0.04	1177	-1.5%
O=C(Cn1cc([N+](=O)[O-])cn1)Nc1ccn(Cc2c(F)c(F)c(F)c(F)c2F)n1	·	·	-9.2	-9.0	-0.427	-0.282	-0.0379	1.64	·	·	i	-13.9	i	2.1	1.9	6.0	-0.3	919	6.0%

The list is partial (hit frequency here may not be typical).
